V-ATPase pH – regulators of yeast V-ATPase proton transport; response, % at 10 µM; 0.37% of 350,000 active; S. cerevisiae, pHLuorin cytosolic pH fluorescence; AID 504577; in the data active = response mostly above about 7.3%, no sharp cut-off; inactive = mostly below about 5.4%; note: actives read high; inactives centre near 0; some compounds called inactive have numbers as strong as hits; reference of the scale not given here
PvdQ inh – blocks Pseudomonas aeruginosa PvdQ acylase activity | 0.063% of 340,000 active | purified PvdQ acylase, fluorescence plate reader | AID 488965 | inhibition, % at 10 µM; in the data active = inhibition above about 30%, passing the limit was not always enough;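 note: 0% = vehicle neutral wells and 100% = reference inhibitor wells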
NSD2 HMT inh – blocks human histone methyltransferase NSD2. NSD2 peptide methylation, AlphaScreen, 120 min. inhibition, % at 12.5 µM. 0.54% of 310,000 active; in the data active = inhibition above about 50%
Target sequence (O96028 whole entry, looked up): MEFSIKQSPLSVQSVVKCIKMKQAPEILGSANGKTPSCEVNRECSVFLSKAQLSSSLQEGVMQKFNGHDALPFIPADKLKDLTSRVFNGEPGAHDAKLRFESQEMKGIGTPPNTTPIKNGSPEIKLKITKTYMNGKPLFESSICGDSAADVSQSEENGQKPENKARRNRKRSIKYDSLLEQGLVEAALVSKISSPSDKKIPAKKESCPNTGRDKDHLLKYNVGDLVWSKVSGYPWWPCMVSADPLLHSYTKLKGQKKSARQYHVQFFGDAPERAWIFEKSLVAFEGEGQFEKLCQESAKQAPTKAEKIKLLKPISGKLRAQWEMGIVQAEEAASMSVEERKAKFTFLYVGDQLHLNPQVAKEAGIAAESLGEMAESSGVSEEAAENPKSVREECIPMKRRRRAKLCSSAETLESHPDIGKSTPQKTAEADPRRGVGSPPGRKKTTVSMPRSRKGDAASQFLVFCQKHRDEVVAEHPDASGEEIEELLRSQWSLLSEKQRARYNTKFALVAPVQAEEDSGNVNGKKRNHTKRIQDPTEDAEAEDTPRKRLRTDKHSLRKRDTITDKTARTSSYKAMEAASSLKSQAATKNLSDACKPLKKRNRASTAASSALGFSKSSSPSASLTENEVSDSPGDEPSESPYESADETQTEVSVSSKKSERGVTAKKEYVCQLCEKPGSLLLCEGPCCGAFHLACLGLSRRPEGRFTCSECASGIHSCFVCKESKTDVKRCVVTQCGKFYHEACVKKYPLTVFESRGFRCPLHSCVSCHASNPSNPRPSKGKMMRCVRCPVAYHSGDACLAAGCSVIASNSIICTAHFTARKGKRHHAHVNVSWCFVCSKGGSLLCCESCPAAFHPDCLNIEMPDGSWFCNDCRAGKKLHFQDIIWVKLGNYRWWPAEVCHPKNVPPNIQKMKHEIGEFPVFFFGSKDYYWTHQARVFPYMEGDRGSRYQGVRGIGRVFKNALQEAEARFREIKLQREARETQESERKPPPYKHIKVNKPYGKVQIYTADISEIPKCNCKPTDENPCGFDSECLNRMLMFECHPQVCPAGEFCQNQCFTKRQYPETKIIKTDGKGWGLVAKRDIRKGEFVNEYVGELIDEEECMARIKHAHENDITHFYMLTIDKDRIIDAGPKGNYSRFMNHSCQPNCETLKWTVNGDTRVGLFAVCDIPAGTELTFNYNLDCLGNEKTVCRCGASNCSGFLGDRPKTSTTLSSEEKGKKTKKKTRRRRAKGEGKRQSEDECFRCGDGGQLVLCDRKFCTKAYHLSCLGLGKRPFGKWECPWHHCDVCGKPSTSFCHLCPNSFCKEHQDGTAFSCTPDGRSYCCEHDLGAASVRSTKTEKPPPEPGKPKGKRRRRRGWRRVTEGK
HTR5A ag ctr – counter-screen for OPRM1-OPRD1 agonists: human HTR5A agonism; P47898; HTR5A agonist assay, luminescence, cell-based; activation, % at 9.3 µM; 0.61% of 340,000 active; AID 504692; in the data active = activation mostly above about 9.5%, no sharp cut-off; inactive = mostly below about 7.6%;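 note: 0% = cells with vehicle only and 100% = reference agonist; strong numbers were not always called active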
HTR5A inv ag – inverse agonist of human HTR5A in OPRM1-OPRD1 counter-screen. P47898. 0.083% of 340,000 active. HTR5A cell line, luminescence, inverse agonism. AID 504634. inhibition, % at 9.3 µM; in the data active = inhibition mostly above about 23%, no sharp cut-off; inactive = mostly below about 18%;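 note: 0% = cells with DMSO and 100% = no-cell wells with DMSO; some compounds called inactive have numbers as strong as hits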
SR-BI HDL uptake – inhibitors of mouse SR-BI mediated HDL lipid uptake; Q61009; inhibition, % at 12.5 µM; 0.96% of 320,000 active; ldlA[mSR-BI] CHO cells, DiI-HDL uptake fluorescence, 3 h; AID 488896;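 active = mean replicate inhibition of at least 70% and a set share of replicates each scoring 70 or more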;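 note: 0% = median of neutral control wells and 100% = median of positive control wells; values of inactives mirror those of a sister screen read the other way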
MITF act – activators of MITF-driven TRPM1 promoter activity in SK-MEL-5 cells; SK-MEL-5 TRPM1-promoter luciferase, 24 h; % of positive control, neutral wells = 0; activation, % at 12.5 µM; 0.75% of 300,000 active; AID 588334;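 active = mean activation of at least 80% with every replicate also reaching 80%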;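 note: 0% = neutral control wells and 100% = parthenolide positive control wells; values of inactives mirror those of a sister screen read the other way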
CDK5 inh – CDK5/p35 (human) kinase inhibition; AID 488839; 0.01% of 330,000 active; Recombinant CDK5/p35, ADP-Glo luminescence, 60 min; inhibition, % at 10 µM;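 active = highest replicate inhibition of at least 50% and at least 75% of replicates reaching 50%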;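 note: plate controls were DMSO neutral control for no effect and GW8510 at 10 µM for full effect; many of its hits are not listed in these tables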
Wnt bcat act – Wnt/beta-catenin pathway activation; 1.2% of 300,000 active; activation, % at 9.35 µM; Wnt/beta-catenin reporter cell assay, activator, plate reader; in the data active = activation above about 30%, passing the limit was not always enough;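 note: 0% = neutral control wells and 100% = positive control wells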
dFosB activator – enhances mouse delta FosB homodimer DNA binding. activation, % at 25 µM. AID 493131. P13346. 0.99% of 340,000 active. purified delta FosB, TAMRA-CDK5 oligo fluorescence polarization; percent of positive-control signal above neutral wells;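 active = mean activation above about 17%, with every replicate also reaching it, limit read from the data, passing the limit was not always enough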;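 note: fluorescence polarization rise as delta FosB binds a TAMRA Cdk5 AP-1 oligo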
Numbers without * were called inactive; / = no result given.

SMILES	V-ATPase pH	PvdQ inh	NSD2 HMT inh	HTR5A ag ctr	HTR5A inv ag	SR-BI HDL uptake	MITF act	CDK5 inh	Wnt bcat act	dFosB activator
Cc1cc(NC(=O)c2cc(-c3ccncc3)nc3c(C)cccc23)no1	1	3	2	-4	8	71*	0	-2.6	/	-11
COc1cc(CN2CCN(CC#Cc3ccccc3)CC2CCO)cc(OC)c1 (centres undefined)	-1	3	3	-2	6	20	/	-0.6	1	-1
O=S(=O)(NCC(c1cccnc1)N1CCOCC1)c1ccccc1 (centres undefined)	-1	-2	/	4	1	-17	-14	0.0	/	4
Cn1c(=O)c2sccc2n2c(CCCC(=O)NCCc3ccc(S(N)(=O)=O)cc3)nnc12	-2	-17	-4	-1	-6	0	-1	-0.8	-1	-3
COc1ccc(N2CCN(C(=O)CCCCCn3c(=S)[nH]c4cc5c(cc4c3=O)OCO5)CC2)cc1	-4	-9	12	3	-13	-5	6	0.8	0	-9
Cc1ccc(-c2nn(-c3ccccc3)cc2/C=C/C(=O)Nc2nccs2)cc1	0	-3	25	1	-2	65	5	0.4	/	-16
COc1ccccc1N1CCN(C(=O)CN2C(=O)c3ccccc3C2=O)CC1	2	-3	-1	-3	7	20	-1	1.4	-1	-5
O=C(O)c1cccc(O)c1O	1	-9	/	1	5	6	-1	0.6	-1	4
CS(=O)(=O)NCC(c1cccnc1)N1CCN(c2ccc(F)cc2)CC1 (centres undefined)	/	-17	-1	3	-6	-2	6	1.6	/	-4
O=C(CSc1nc(O)cc(=O)n1C1CCCC1)Nc1cccc(Cl)c1Cl	0	-11	5	1	-4	-28	-5	2.8	-2	-18
CCC(Cc1ccccc1)NS(=O)(=O)c1ccc2c(c1)NC(=O)C(C)S2 (centres undefined)	2	-5	-1	1	-11	0	-11	-1.1	-4	-14
O=[N+]([O-])c1cc(S(=O)(=O)Nc2ccccc2)ccc1Nc1ccccc1	-3	-4	6	2	-6	23	-7	0.4	0	-9

Structures above marked active in SR-BI HDL uptake.
SMILES	V-ATPase pH	PvdQ inh	NSD2 HMT inh	SR-BI HDL uptake	MITF act	CDK5 inh	Wnt bcat act	dFosB activator
Cc1cc(NC(=O)c2cc(-c3ccncc3)nc3c(C)cccc23)no1	1	3	2	71*	0	-2.6	/	-11

(further entries)
SMILES	V-ATPase pH	PvdQ inh	NSD2 HMT inh	HTR5A ag ctr	HTR5A inv ag	SR-BI HDL uptake	MITF act	CDK5 inh	Wnt bcat act	dFosB activator
CSc1cc(N2CCOCC2)nc(-c2ccccc2Cl)n1	0	-7	-4	0	-6	-20	-8	-0.2	0	-5
CCCNC(=S)Nc1c(C)n(C)n(-c2ccccc2)c1=O	1	3	0	-1	3	-13	0	-0.5	1	-5
Nc1nc(Cl)cc(N2CCOCC2)n1	1	8	-7	-1	1	1	0	0.4	/	-1
CCOc1ccc(C(C)=O)cc1CSc1nnc(-c2ccoc2C)n1N	-3	-10	-1	7	-42	71*	-4	1.0	-5	-2
O=C(O)c1ccccc1Nc1ccc([N+](=O)[O-])c2nonc12	-1	0	/	-4	13	-38	-6	2.4	/	0
O=C(COc1ncnc2ccccc12)NCc1ccco1	-1	2	3	3	-9	-4	6	-0.6	-1	1
CC1CN(S(=O)(=O)c2ccc(F)cc2)CN1C(=O)N1CCOCC1 (centres undefined)	-2	3	0	2	-3	/	-9	1.7	1	1
CCc1noc(C)c1C(=O)N1CCN(S(=O)(=O)c2ccccc2C(F)(F)F)CC1	3	-16	-1	-9	22	-22	11	-3.8	-3	-1
CCOC(=O)Cc1csc(NC(=O)CCCCCN2C(=O)c3ccccc3C2=O)n1	0	17	-3	5	15	-1	-6	-0.2	-5	-5
COc1ccc(CCNC(=O)COC(=O)COc2ccc(C#N)cc2)cc1	2	-15	-1	-3	10	-19	-5	-3.6	0	-2
O=C(c1cnn2c(C(F)(F)F)cc(-c3cccs3)nc12)N1CCN(Cc2ccccc2)CC1	2	10	0	-1	-19	6	2	2.2	/	-14
CN(C)S(=O)(=O)c1ccc(N2CCCC2)c(C(=O)NCC(=O)Nc2ccc(F)c(F)c2)c1	-2	-10	-2	-5	13	8	/	1.2	4	-13

Sorted by heavy-atom count (rising): 3 of the compounds above.
SMILES	V-ATPase pH	PvdQ inh	NSD2 HMT inh	HTR5A ag ctr	HTR5A inv ag	SR-BI HDL uptake	MITF act	CDK5 inh	Wnt bcat act	dFosB activator
CS(=O)(=O)NCC(c1cccnc1)N1CCN(c2ccc(F)cc2)CC1 (centres undefined)	/	-17	-1	3	-6	-2	6	1.6	/	-4
COc1cc(CN2CCN(CC#Cc3ccccc3)CC2CCO)cc(OC)c1 (centres undefined)	-1	3	3	-2	6	20	/	-0.6	1	-1
CN(C)S(=O)(=O)c1ccc(N2CCCC2)c(C(=O)NCC(=O)Nc2ccc(F)c(F)c2)c1	-2	-10	-2	-5	13	8	/	1.2	4	-13

Following part
SMILES	V-ATPase pH	PvdQ inh	NSD2 HMT inh	HTR5A ag ctr	HTR5A inv ag	SR-BI HDL uptake	MITF act	CDK5 inh	Wnt bcat act	dFosB activator
CN(C)Cc1ccccc1COc1ccccc1	5	-6	12	1	-15	11	-6	-2.4	-1	-5
C[C@H](NS(=O)(=O)OCC(Cl)(Cl)Cl)C1CC1c1ccccc1 (some centres undefined)	4	14	/	2	-9	-3	6	1.8	-3	1
O=C1N(c2ccccc2)C[C@@H]2C[C@@H](c3cccc4c3OCO4)N3CCC[C@@]123	6	-9	-1	-1	3	9	-9	0.8	-6	-3
O=C(NCC1CCCO1)c1cccc(Oc2ccccc2)c1 (centres undefined)	-1	-22	1	6	-2	-15	15	0.5	0	-3
COc1ccc(C2CC(c3cccs3)=Nc3ccccc3S2)cc1 (centres undefined)	7	-15	/	-2	-8	14	23	1.7	16	-1
CCOC(=O)N1CCC(Nc2nc3ccccc3n3cnnc23)CC1	6	-7	/	5	-14	-12	-4	0.4	-1	-10
CCOC(=O)CNC(=O)Nc1cc(C(C)(C)C)nn1-c1ccccc1	-2	0	/	20	-48	11	1	-0.6	/	10
CC(=O)N(NC(=O)c1ccccc1Cl)C1CC(=O)N(c2ccc(C)cc2)C1=O (centres undefined)	-3	-1	-4	10	-26	-16	1	2.8	1	-3
Nc1cc(S(=O)(=O)C(F)(F)F)ccc1C(=O)O	-2	8	0	12*	-44	-7	-5	0.2	/	4
Cc1c(Cc2ccccc2)c(=O)oc2c(C)c(OCC(=O)NCc3ccccn3)ccc12	3	8	1	3	-10	-3	13	-3.5	-1	-6
CCNC(=O)CC1C(=O)N(c2cccc(C)c2)C(=O)N1CCC(C)C (centres undefined)	3	-18	-2	6	-24	-26	3	-0.3	-2	6
CCN(C[C@H]1N[C@@](Cc2ccccc2)(C(=O)OC)[C@H]2C(=O)N(C)C(=O)[C@@H]12)C(=O)NC(C)C	0	-19	/	1	-2	3	-3	1.3	0	2
Cc1cc(C(=O)OCC(=O)c2cccc([N+](=O)[O-])c2)c2ccccc2n1	2	3	-1	-8	-3	-15	-1	0.4	-1	1
Nc1nc(-c2ccccc2)cn1/N=C/c1ccccc1	3	-11	/	11	-6	/	/	-1.7	-2	-5
O=c1c2ccccc2sn1-c1cc(S(=O)(=O)N2CCOCC2)ccc1N1CCCC1	4	-14	8	-4	10	-4	-16	-0.2	/	-8
O=C1CS/C(=C\S(=O)(=O)c2ccc(Cl)cc2)N1	2	-6	10	-1	20	8	/	-0.6	/	-16
CCc1ccc(OCC(=O)NC(=S)Nc2ccc(S(=O)(=O)NC3CCCCC3)cc2)cc1	-2	7	0	3	-14	38	-9	0.6	/	-10
O=C(Cn1c(C(F)(F)F)nc2ccccc21)OCC(=O)c1c[nH]c2ccccc12	-4	4	/	-3	9	/	-2	-0.7	/	-3
COCCNS(=O)(=O)c1cc(F)ccc1OC	-3	-9	-4	2	-6	-24	/	0.5	-4	1
Cc1ccccc1OCC(=O)NNC=O	1	-8	-2	1	-6	3	-9	-0.3	0	2
CC1(C)SC2c3ccccc3C(=O)N2[C@@H]1C(=O)NC1CC1 (some centres undefined)	2	-4	-7	-1	-3	-4	-5	-1.3	0	-10
Cc1cc(C)c(S(=O)(=O)N2CCN(C3CC(=O)N(c4ccccc4Cl)C3=O)CC2)c(C)c1 (centres undefined)	2	-10	1	0	13	56	-9	-0.3	-1	-14
CC#CCN1c2ccccc2[C@]23C[C@@H](C(=O)OC)N(C(=O)NCCBr)C2=NC(C(=O)OC)=C(C(=O)OC)[C@H]13	-1	7	/	2	-4	5	-5	0.2	4	-1
Cc1ccccc1NC(=O)CCOc1ccccc1	3	-13	-3	-1	3	8	56	-0.2	8	-8

Grouped by structure, the entries above with a CF3 group
SMILES	V-ATPase pH	PvdQ inh	NSD2 HMT inh	HTR5A ag ctr	HTR5A inv ag	SR-BI HDL uptake	MITF act	CDK5 inh	Wnt bcat act	dFosB activator
CCc1noc(C)c1C(=O)N1CCN(S(=O)(=O)c2ccccc2C(F)(F)F)CC1	3	-16	-1	-9	22	-22	11	-3.8	-3	-1
O=C(c1cnn2c(C(F)(F)F)cc(-c3cccs3)nc12)N1CCN(Cc2ccccc2)CC1	2	10	0	-1	-19	6	2	2.2	/	-14
Nc1cc(S(=O)(=O)C(F)(F)F)ccc1C(=O)O	-2	8	0	12*	-44	-7	-5	0.2	/	4
O=C(Cn1c(C(F)(F)F)nc2ccccc21)OCC(=O)c1c[nH]c2ccccc12	-4	4	/	-3	9	/	-2	-0.7	/	-3

The list goes on.
SMILES	V-ATPase pH	PvdQ inh	NSD2 HMT inh	HTR5A ag ctr	HTR5A inv ag	SR-BI HDL uptake	MITF act	CDK5 inh	Wnt bcat act	dFosB activator
O=C(CSc1nnc(-c2ccccc2)n1-c1ccccc1)c1cccs1	3	-13	-1	-3	7	12	5	0.2	-4	4
COC(=O)c1cccc(NC(=O)C2CCCN2C(=O)c2cccs2)c1 (centres undefined)	14	-1	1	0	13	-9	-9	0.3	-2	-3
COC(=O)C(NC(C)=O)(Nc1ccccn1)C(F)(F)F (centres undefined)	-3	-4	-1	0	0	-1	/	-0.4	-4	6
COc1cc(C)nc(Oc2ccc(=O)[nH]n2)n1	2	4	0	0	0	/	-9	0.6	-2	-3
Cc1ccc(O)c(NC(=O)C2=CC(c3cccs3)=NS(=O)(=O)N2C)c1	-1	-13	/	6	-19	19	4	1.1	-6	-5
O=C(Cn1cnc2c(nnn2-c2cccc(Cl)c2)c1=O)N1CCOCC1	-1	-1	/	3	-18	-12	0	0.3	56*	-1
CCCCOC(=O)Sc1nc2ccccc2o1	0	7	3	-2	7	-31	/	0.2	/	-4
O=c1ccn(-c2cccc(C(F)(F)F)c2)nc1-c1ccn(-c2ccccc2F)n1	2	1	1	-4	9	-16	19	3.7	/	-3
Cc1ccc(C(=O)NCC(=O)N2CCN(c3cccc(Cl)c3)CC2)s1	3	6	0	2	-8	38	2	1.4	-1	1
Clc1ccccc1-c1nnc2sc(C3COc4ccccc4O3)nn12 (centres undefined)	1	8	3	2	5	-10	8	1.6	/	-5
CC(C)c1ccccc1OCCCN1CCCC1	-1	-8	4	-1	4	-11	-5	0.5	8	1
CC12CCC(=O)N1C(C(=O)Nc1nc(-c3ccc(F)cc3)cs1)CS2 (centres undefined)	-2	2	-7	-1	3	42	23	-0.5	6	-4
